# Screening results deposited in PubChem BioAssay by several laboratories.
# STK33 inh = blocks human STK33 kinase activity; Q9BYT3; purified STK33, MBP phosphorylation, ADP-Glo luminescence; inhibition, % at 10 µM; 320,000 compounds, 0.073% hits;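 active means inhibition at or above 25%, using the most active replicate where run in duplicate; inactive means inhibition below 25%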
# KCNQ2 inh = KCNQ2 channel blockers in CHO-K1 cells – cell-based, FluxOR thallium flux, B-score, primary screen (AID 2156). B-score at 10 µM. 310,000 compounds, 1.1% hits. O88943. 20 min; active compounds read low;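 active means fluorescence ratio B-score at most minus 3 library SDs, with starting brightness B-score within 2 library SDs, cut at about -5.5 in these data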
# Target sequence (O88943 whole entry, looked up): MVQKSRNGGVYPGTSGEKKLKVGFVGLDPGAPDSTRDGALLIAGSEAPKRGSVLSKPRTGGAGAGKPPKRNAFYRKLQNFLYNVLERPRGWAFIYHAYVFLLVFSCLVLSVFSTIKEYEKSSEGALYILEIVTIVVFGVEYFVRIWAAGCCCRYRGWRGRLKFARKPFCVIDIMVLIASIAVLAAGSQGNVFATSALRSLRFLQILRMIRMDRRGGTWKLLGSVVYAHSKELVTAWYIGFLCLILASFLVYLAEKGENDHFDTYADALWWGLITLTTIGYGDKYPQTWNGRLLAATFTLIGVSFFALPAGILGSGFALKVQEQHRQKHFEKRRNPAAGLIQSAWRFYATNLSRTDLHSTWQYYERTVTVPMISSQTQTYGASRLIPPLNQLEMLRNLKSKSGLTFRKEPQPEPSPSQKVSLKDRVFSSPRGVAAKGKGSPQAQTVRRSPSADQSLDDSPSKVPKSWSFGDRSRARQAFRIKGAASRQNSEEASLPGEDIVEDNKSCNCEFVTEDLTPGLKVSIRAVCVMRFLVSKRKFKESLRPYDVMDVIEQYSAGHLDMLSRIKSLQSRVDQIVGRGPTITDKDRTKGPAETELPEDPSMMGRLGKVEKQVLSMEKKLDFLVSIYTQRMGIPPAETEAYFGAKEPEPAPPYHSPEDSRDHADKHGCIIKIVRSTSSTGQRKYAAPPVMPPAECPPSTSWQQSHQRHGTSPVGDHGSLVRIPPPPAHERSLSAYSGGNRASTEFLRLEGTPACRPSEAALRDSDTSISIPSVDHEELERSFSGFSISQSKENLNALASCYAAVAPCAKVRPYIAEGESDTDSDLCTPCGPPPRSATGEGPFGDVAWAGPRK
# OX1R antag = OX1R (human) antagonism; OX1R-expressing cells, FRET antagonist read-out; 330,000 compounds, 1.8% hits; O43613; inhibition, % at 6.6 µM; in the data active means inhibition mostly above about 38%, no sharp cut-off; inactive means mostly below about 40%;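 further: 0% = agonist challenge alone and 100% = reference antagonist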
# * hit, by the source's call; i = inactive; · = not tested or not shown.
SMILES,STK33 inh,KCNQ2 inh,OX1R antag
CN(c1cccc(NC(=O)CN(c2ccc(Cl)c(Cl)c2)S(=O)(=O)c2ccccc2)c1)S(C)(=O)=O,-1.2,i,30.8
OC(COC1CCCCC1)CN1CCN(c2ccccc2)CC1 (stereo not given),0.7,i,13.1
COC(=O)C[C@H]1c2cc(F)ccc2S(=O)(=O)N1Cc1ccccc1,-2.9,i,7.2
COc1ccc(NC(=O)CSc2nc(O)c(Cc3ccccc3)c(=O)[nH]2)cc1,0.7,i,13.4
CCOc1ccccc1NC(=O)C1CCCCN1S(=O)(=O)c1ccc(F)cc1 (stereo not given),-0.1,i,52.9*
O=C(Cn1cnc2c(cnn2-c2ccc(Cl)cc2)c1=O)NC1CCCCC1,-2.5,·,11.4
O=c1[nH]c(C2CC2)nc2sc3c(c12)CCCC3,-0.7,i,13.7
COc1cccc(N/C(=N/C(=S)Nc2ccc(C)cc2C)Nc2nc(C)cc(C)n2)c1,-0.4,i,14.2
CCN(CC)c1ccc(/C=N/NC(=O)C(O)c2ccccc2)cc1 (stereo not given),0.0,i,14.8
CCOC(=O)c1c(NC(=O)c2c(-c3ccccc3)noc2C)sc(C)c1-c1ccccc1,1.0,i,8.6
CCCCC(=O)Nc1nnnn1CCC,-0.6,i,1.4
CC(=O)N1N=C(c2ccco2)CC1c1cccs1 (stereo not given),-0.7,i,-6.6
C=CCN1C(=O)/C(=C/C=C2/N(CC)c3ccc(S(=O)(=O)N(C)C)cc3N2CC)SC1=S,2.2,i,34.4
CCOC(=O)C1CCCN(C(=O)Cn2c(=O)c3cccn3c3cccnc32)C1 (stereo not given),-0.6,i,-1.1
CCOc1ccc(-n2c(SCC(=O)Nc3ccc4c(c3)OCO4)nc3ccccc3c2=O)cc1,-2.3,i,20.1
COc1ccc(Cc2n[nH]c(=S)n2Cc2ccccc2)cc1Cl,5.5,i,9.0
COc1ccc2c(c1OC)C(=O)N(c1ccc3c(c1)CCC3)C2=O,-2.0,i,15.7
COc1ccc(S(=O)(=O)N(CC(=O)NCc2ccncc2)c2ccc(C)cc2)cc1OC,-0.8,i,17.3
CCc1ccc(OCC(=O)NNC(=S)NC(=O)C2CCCCC2)c(Br)c1,-0.9,i,21.2
CCOC(=O)CSc1nc(C(C)(C)C)nc2ccccc12,-1.5,i,13.0
CCOC(=O)c1c(C)oc2ccc(OC(=O)N3CCOCC3)cc12,0.6,i,15.6
COc1ccc(N2C(=S)N(C(=O)c3ccccc3)C(=Nc3ccccc3)C2=Nc2ccccc2)cc1,-0.3,i,7.0
Cc1cc(C)c(NC(=O)c2ccc3c(c2)C(=O)N(Cc2cccnc2)C3=O)c(C)c1,-0.4,i,7.2
CCCCNC(=S)NC(=O)c1ccc(Cl)cc1Cl,0.7,i,3.6
c1nc(N2CCOCC2)c2[nH]cnc2n1,2.1,i,9.6
O=Cc1cccc(OC(=O)Nc2ccccc2)c1,-0.5,i,7.6
Cc1ccc2c(c1)C1C=CCC1C(C(=O)NCCCN1CCOCC1)N2 (stereo not given),0.6,i,18.4
COc1ccc(O)c(/C=N/NC(=S)Nc2cccnc2)c1,1.8,i,26.4
Cc1nnc(SCCn2c(N3CCN(Cc4ccccc4)CC3)nc3c2c(=O)[nH]c(=O)n3C)s1,-0.6,i,16.5
COc1ccc(C2/C=C\CN(C(=O)c3ccccc3)[C@H](Cc3ccccc3)C(=O)N2Cc2ccc(F)cc2)cc1 (stereo not given in full),-1.1,i,22.6
O=C(NC1CC1)C1CCN(c2nc3ccccc3s2)CC1,-0.8,i,5.1
CCNS(=O)(=O)c1c(C)cc(N2CCCC2=O)cc1C,-1.8,i,14.0
CCCCN(C)CCCNC(=O)c1cccc(N2CCCC2=O)c1,-1.1,i,5.9
CC1Nc2ccc(C(=O)NC3CCCCC3)cc2NC1=O (stereo not given),0.1,i,19.8
c1ccc(CCN2CCN(c3ncnc4c3cnn4-c3ccccc3)CC2)cc1,-1.9,i,11.7
Cc1cc(C(=O)N/N=C\c2ccc(COc3ccc([N+](=O)[O-])cc3)o2)ccc1[N+](=O)[O-],-0.9,i,23.5
CCCCn1c(NCc2ccc3c(c2)OCO3)nc2ccccc21,-1.0,-8.51*,20.1
Cc1cc(C)n2ncc(C(=O)NCc3ccccc3)c2n1,-1.5,i,9.3
COc1cccc(CN(C(=O)c2cccc(OC)c2)C2CCS(=O)(=O)C2)c1 (stereo not given),-2.6,i,10.0
CC(Sc1nnnn1C)C(=O)Nc1ncc(Cl)cc1Cl (stereo not given),-0.8,·,4.4
CC(NC(=O)c1cccnc1)C(c1ccccc1)N1CCN(C)CC1 (stereo not given),-2.0,i,0.6
Cc1cc(Br)ccc1SCC(=O)OCC(=O)Nc1ccccc1C#N,-0.4,i,9.3
O=C(COC(=O)c1ccc(OC(F)F)cc1)NCCC1=CCCCC1,0.5,·,2.6
O=C(COC(=O)COc1ccc(Br)cc1)Nc1cccnc1Cl,0.6,i,4.5
COc1ccc(C2=NOC(Cn3nc(C(=O)NCc4cccs4)cc3-c3ccccc3)C2)cc1 (stereo not given),-0.3,i,23.1
COc1ccc(Cc2nc3ccc(C(=O)N4CCCN(C=O)CC4)cc3o2)cc1,-1.4,i,0.6
CC(=O)Nc1ccc(NC(=O)CSc2nnc(-c3ccc(NS(C)(=O)=O)cc3)n2C)cc1C,·,i,9.6
CCCN(C(=O)CCOc1ccc(C(C)(C)C)cc1)c1c(N)n(Cc2ccccc2)c(=O)[nH]c1=O,-0.9,i,13.1
Cn1c(=O)n(C)c2cc(NC(=O)COc3ccccc3)ccc21,-0.2,i,12.1
COCC(C)n1c(C)cc(C(=O)COC(=O)C2=NN(c3ccccc3)C(=O)CC2)c1C (stereo not given),-0.3,i,8.4

# Further compounds
SMILES,STK33 inh,KCNQ2 inh,OX1R antag
Cc1cc(C)cc(-n2c(N)c(C(=O)Nc3c(C)n(C)n(-c4ccccc4)c3=O)c3nc4ccccc4nc32)c1,-1.4,i,11.5
Cc1ccccc1NC(=S)N1CCOCC1,-1.0,i,13.8
O=C(Nc1cc(C(F)(F)F)ccc1N1CCCCC1)c1ccco1,-0.5,i,2.2
O=C(O)CSc1ncnc2c1sc1nc(-c3ccccc3)c3c(c12)CCC3,-3.3,i,14.6
O=C(NC1CCCN(c2ccc(C(F)(F)F)cn2)C1)c1ccncc1 (stereo not given),1.2,i,8.6
Cn1c(COc2ccccc2)nnc1SCC(=O)NC1CCCC1,-0.6,i,16.8
O=C(c1ccc(Cl)c(NC2=NC3CS(=O)(=O)CC3S2)c1)N1CCN(c2ccc(F)cc2)CC1 (stereo not given),-2.9,i,1.8
CCC(C)n1c(=S)[nH]c2c(sc3ccc([N+](=O)[O-])cc32)c1=O (stereo not given),-1.1,i,6.3
Cc1ccc(NC(=O)Cc2n[nH]c(=S)n2C)cc1,-1.6,i,7.0
O=C(COC(=O)C1CCCN1C(=O)C12CC3CC(CC(C3)C1)C2)c1ccc(Br)cc1 (stereo not given),-1.8,i,9.1
CCOC(=O)CNC(=O)CSc1nnc(COc2ccc(Cl)cc2)n1CC,-0.3,i,24.4
COc1cccc(C(Nc2ccccn2)c2oc(CO)cc(=O)c2O)c1 (stereo not given),-0.2,i,15.8
COc1cc(C2C=C(C34CC5CC(CC(C5)C3)C4)NC(=S)N2)cc(OC)c1OC (stereo not given),-0.2,i,24.2
CC1(C)NC(=O)N(CC(O)COc2ccccc2-c2ccccc2)C1=O (stereo not given),-0.5,i,28.5
O=C(N/N=C/c1ccc(OCC2COCCO2)cc1)c1ccc(Br)cc1 (stereo not given),0.1,i,9.2
CC(C)(C)C(=O)Nc1nc2c(c(=O)[nH]1)CCCC2,-1.0,i,20.0
CCOc1ccc(N(CC(=O)Nc2ccc(C)c(Cl)c2)S(C)(=O)=O)cc1,-0.7,i,5.7
CCN(CC)CCN1C(=O)C2C(C(=O)Nc3cccc(SC)c3)C3C=CC2(O3)C1C(=O)NC1CCCC(C)C1C (stereo not given),-1.3,i,4.9
O=C(NCCCn1ccnc1)C1CCCN(S(=O)(=O)c2ccc(F)cc2)C1 (stereo not given),-0.4,i,9.7
COc1ccc(Br)cc1CNC(=O)CCC(=O)N1CCSc2ccccc21,-1.2,i,17.4
COc1cc(C(Nc2ccc(S(=O)(=O)N3CCC(C)CC3)cc2)C(=O)NCC2CCCO2)cc(OC)c1OC (stereo not given),·,i,22.1
CCOc1cc2[nH]c(=S)n(CCCC(=O)NCc3ccccn3)c(=O)c2cc1OCC,-1.7,i,9.2
Cc1ccn(C(=O)c2ccc(NC(=O)CC(C)C)cc2)n1,·,i,13.6
N#C/C(=C/c1ccc(-c2ccc(Br)cc2)o1)C(=O)NC1CCCCC1,-1.9,i,16.7
Cc1cccn2c(=O)c(C=O)c(NCc3ccccc3)nc12,-2.0,i,-0.2
COn1c(-c2ccccc2)nc2ccc(Cl)cc21,-0.2,i,19.1
COC(=O)CSc1ccc2nnc(CCNS(=O)(=O)c3ccccc3)n2n1,1.9,i,8.4
CCNC(=S)NNC(=O)CSc1nc2ccccc2n1C,-0.5,i,4.6
COc1ccc(S(=O)(=O)N2CCCCC2)cc1NC(=O)c1ccc(C)cc1,-0.7,·,-0.6
CNS(=O)(=O)c1cn(CC(=O)N(C)Cc2ccccc2)cc1S(=O)(=O)NC,-0.4,i,-0.3
COc1ccc(OC)c(NC(=O)CSc2n[nH]c(-c3cccnc3)n2)c1,3.2,i,14.7
COc1cccc(CC(=O)OCc2csc(CC(=O)Nc3ccccc3C)n2)c1,-0.7,·,12.8
CCOc1ccc(S(=O)(=O)N2CCN(Cc3ccc4c(c3)OCO4)CC2)cc1Cl,-0.8,i,5.1
COC(=O)[C@]1(Cc2ccccc2)N[C@H](CN(C)S(=O)(=O)c2ccc(C)cc2)[C@@H]2C(=O)N(Cc3ccccc3)C(=O)[C@@H]21,0.3,·,11.4
O=C(CSc1nc2ccccc2o1)Nc1ccc(N2CCOCC2)c(Cl)c1,-0.5,i,17.9
COC(=O)CC1(c2cccc3ccccc23)C(=O)c2ccccc2C1=O,-1.1,i,7.9
O=[N+]([O-])c1ccc(N2CCN(c3ccccc3Cl)CC2)cn1,0.5,i,45.4
Cc1ccc(CCNC(=O)C2CCN(S(=O)(=O)c3ccc4nc5c(c(C(=O)O)c4c3)CCCC5)CC2)cc1,1.0,i,3.8
CCOc1ccc2oc(C(=O)OCC(=O)NC3CC3)c(C)c2c1,-1.3,i,15.1
Cc1nc(NCCc2ccc(F)cc2)c2nnn(Cc3ccccc3)c2n1,-0.5,i,4.6
COc1cc2c(cc1O)[C@H](Cc1ccc(Oc3cc(C[C@@H]4NCCc5cc(OC)c(O)cc54)ccc3O)cc1)NCC2,-0.1,i,25.6
O=C(CSc1nnc(Cc2cccs2)n1-c1ccccc1)NCc1ccc2c(c1)OCO2,0.4,i,24.4
O=C(O)CCC(=O)N1N=C(c2ccc(Br)cc2)CC1c1ccc(Br)cc1 (stereo not given),2.0,i,10.9
O=C(/C=C/c1cccc(F)c1)OCC(=O)N1CCCC1,-1.3,·,25.4
O=C(Nc1ccc(S(=O)(=O)NCc2ccco2)cc1)c1ccc2ccccc2n1,-0.2,i,45.0*
COC(=O)c1cc(C(=O)OCC(=O)Nc2ccc(N3CCOCC3)cc2)cc([N+](=O)[O-])c1,0.1,·,7.2
CCOC(=O)c1cc2c(=O)n3ccccc3nc2n(CCOC)c1=NC(=O)c1ccncc1,-0.7,i,79.9*
COc1ccc(C2(C(=O)Nc3cc(C)on3)CCOCC2)cc1,0.1,i,4.0
CC(=O)c1c(C)n(C)c2ccc(OC(=O)c3ccc([N+](=O)[O-])cc3)cc12,-3.0,i,5.8
N#Cc1ccc(OCc2nnc(SCC(=O)N3CCCc4ccccc43)n2-c2ccccc2)cc1,-0.9,i,14.3

# (listing goes on)
SMILES,STK33 inh,KCNQ2 inh,OX1R antag
CCOC(=O)N1CCc2[nH]c3ccc(C)cc3c2C1,-0.9,i,28.7
CC(C)(C)SC(=O)C[C@@H]1NS(=O)(=O)OC2CCCCC21 (stereo not given in full),-1.4,i,30.6
Cc1ccc(C(=O)NNC(=O)Cc2cccs2)cc1,-0.2,i,14.0
CCN1CCN(c2cc(C)c3cc(NC(=S)N4CCOCC4)ccc3n2)CC1,-0.5,i,26.9
Cc1ccc(S(=O)(=O)N2CCN(CC(=O)N/N=C/c3ccc(C)o3)CC2)cc1,-1.2,i,10.3

# Entries shown so far that contain an NH in an aromatic ring:
SMILES,STK33 inh,KCNQ2 inh,OX1R antag
COc1ccc(NC(=O)CSc2nc(O)c(Cc3ccccc3)c(=O)[nH]2)cc1,0.7,i,13.4
O=c1[nH]c(C2CC2)nc2sc3c(c12)CCCC3,-0.7,i,13.7
COc1ccc(Cc2n[nH]c(=S)n2Cc2ccccc2)cc1Cl,5.5,i,9.0
c1nc(N2CCOCC2)c2[nH]cnc2n1,2.1,i,9.6
Cc1nnc(SCCn2c(N3CCN(Cc4ccccc4)CC3)nc3c2c(=O)[nH]c(=O)n3C)s1,-0.6,i,16.5
CCCN(C(=O)CCOc1ccc(C(C)(C)C)cc1)c1c(N)n(Cc2ccccc2)c(=O)[nH]c1=O,-0.9,i,13.1
CCC(C)n1c(=S)[nH]c2c(sc3ccc([N+](=O)[O-])cc32)c1=O (stereo not given),-1.1,i,6.3
Cc1ccc(NC(=O)Cc2n[nH]c(=S)n2C)cc1,-1.6,i,7.0
CC(C)(C)C(=O)Nc1nc2c(c(=O)[nH]1)CCCC2,-1.0,i,20.0
CCOc1cc2[nH]c(=S)n(CCCC(=O)NCc3ccccn3)c(=O)c2cc1OCC,-1.7,i,9.2
COc1ccc(OC)c(NC(=O)CSc2n[nH]c(-c3cccnc3)n2)c1,3.2,i,14.7
CCOC(=O)N1CCc2[nH]c3ccc(C)cc3c2C1,-0.9,i,28.7
